# FAS TE block: FAS thioesterase (human) inhibition | P49327 | recombinant FAS-TE, OMFH fluorogenic substrate, fluorescence endpoint | inhibition, % at 15 µM | 360,000 tested, 0.67% active;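 active means compounds whose normalised, plate-corrected inhibition of enzyme fluorescence in the single-dose primary screen is 50% or more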;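 further: 0% = DMSO with enzyme and 100% = substrate without enzyme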
# bovine MsrA act: activates bovine MsrA enzyme | purified bovine MsrA, absorbance read-out | activation, % at 10.6 µM | 360,000 tested, 0.3% active; in the data active means activation above about 7.5%;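 further: 0% = vehicle and 100% = reference activator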
# Rin1 Abl inh: human Rin1-Abl interaction inhibition | inhibition, % at 7.35 µM | 360,000 tested, 0.4% active | TR-FRET Rin1/Abl binding, biochemical | P00519+Q13671; in the data active means inhibition above about 5%, passing the limit was not always enough
# Target sequence (P00519 whole entry, looked up): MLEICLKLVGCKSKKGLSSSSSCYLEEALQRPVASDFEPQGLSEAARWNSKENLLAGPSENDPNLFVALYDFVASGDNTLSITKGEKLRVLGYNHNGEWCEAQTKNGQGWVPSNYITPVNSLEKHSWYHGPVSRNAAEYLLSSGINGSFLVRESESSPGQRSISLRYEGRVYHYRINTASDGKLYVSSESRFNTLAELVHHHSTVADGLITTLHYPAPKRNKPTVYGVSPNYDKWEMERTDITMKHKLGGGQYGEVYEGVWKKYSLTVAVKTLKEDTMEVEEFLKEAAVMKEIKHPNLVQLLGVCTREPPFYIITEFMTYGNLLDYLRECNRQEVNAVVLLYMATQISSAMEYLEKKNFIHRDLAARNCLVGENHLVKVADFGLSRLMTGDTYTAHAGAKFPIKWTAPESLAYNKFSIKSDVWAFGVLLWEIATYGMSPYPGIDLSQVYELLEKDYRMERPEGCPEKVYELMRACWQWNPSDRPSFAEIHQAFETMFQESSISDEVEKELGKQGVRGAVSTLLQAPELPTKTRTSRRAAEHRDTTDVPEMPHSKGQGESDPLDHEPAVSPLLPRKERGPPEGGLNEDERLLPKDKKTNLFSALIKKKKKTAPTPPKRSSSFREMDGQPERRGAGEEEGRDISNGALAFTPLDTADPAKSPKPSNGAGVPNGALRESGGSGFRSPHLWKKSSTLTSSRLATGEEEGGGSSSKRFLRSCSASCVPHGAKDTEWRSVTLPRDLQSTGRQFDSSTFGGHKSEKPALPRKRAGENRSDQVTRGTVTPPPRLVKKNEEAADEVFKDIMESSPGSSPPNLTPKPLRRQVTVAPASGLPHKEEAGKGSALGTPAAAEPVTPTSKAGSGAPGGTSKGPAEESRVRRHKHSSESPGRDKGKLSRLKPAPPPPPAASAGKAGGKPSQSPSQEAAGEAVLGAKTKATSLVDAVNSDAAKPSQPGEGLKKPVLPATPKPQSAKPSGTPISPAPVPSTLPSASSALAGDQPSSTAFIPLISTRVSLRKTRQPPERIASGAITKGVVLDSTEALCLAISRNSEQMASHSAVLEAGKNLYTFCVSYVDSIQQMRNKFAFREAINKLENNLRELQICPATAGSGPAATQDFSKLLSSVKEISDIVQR
# Target sequence (Q13671 whole entry, looked up): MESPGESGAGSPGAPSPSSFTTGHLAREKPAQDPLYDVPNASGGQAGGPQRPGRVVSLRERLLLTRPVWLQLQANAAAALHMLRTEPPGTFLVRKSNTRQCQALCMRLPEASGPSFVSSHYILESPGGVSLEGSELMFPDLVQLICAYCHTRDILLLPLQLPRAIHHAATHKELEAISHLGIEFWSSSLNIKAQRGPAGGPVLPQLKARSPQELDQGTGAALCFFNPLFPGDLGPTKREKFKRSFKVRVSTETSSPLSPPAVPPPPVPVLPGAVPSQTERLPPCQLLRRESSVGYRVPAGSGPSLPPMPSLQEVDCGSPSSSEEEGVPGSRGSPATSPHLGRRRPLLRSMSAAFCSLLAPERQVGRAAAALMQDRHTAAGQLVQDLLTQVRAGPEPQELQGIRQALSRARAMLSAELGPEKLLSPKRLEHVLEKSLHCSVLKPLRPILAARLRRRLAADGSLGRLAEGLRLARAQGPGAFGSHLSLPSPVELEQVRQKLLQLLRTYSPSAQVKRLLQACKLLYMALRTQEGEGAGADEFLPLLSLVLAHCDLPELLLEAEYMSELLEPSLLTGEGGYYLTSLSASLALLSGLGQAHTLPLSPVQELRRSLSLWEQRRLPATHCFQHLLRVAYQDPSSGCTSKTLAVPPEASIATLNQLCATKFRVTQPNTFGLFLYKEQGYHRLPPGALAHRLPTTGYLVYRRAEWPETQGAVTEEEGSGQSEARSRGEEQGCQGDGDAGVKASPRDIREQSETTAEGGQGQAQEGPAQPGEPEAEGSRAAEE
# Neddylation inh: cullin neddylation inhibition; AID 651699; P61081+Q13564; TR-FRET cullin neddylation, biochemical; 360,000 tested, 0.58% active; calls only at 25 µM; in the data active means inhibition above about 36%
# MsrA inhibitor: inhibitors of bovine MsrA. AID 651718. purified bovine MsrA, absorbance read-out. inhibition, % at 15.5 µM. 360,000 tested, 0.75% active; in the data active means inhibition above about 4.5%;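 further: 0% = vehicle wells with enzyme and 100% = reference inhibitor wells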
# PABP1 MLLE inh: inhibitors of microRNA-mediated deadenylation, human PABP1 MLLE binding. GST-MLLE / FITC-PAM2 fluorescence polarization. P11940. inhibition, % at 20 µM. 360,000 tested, 0.36% active. AID 588489; in the data active means inhibition above about 35%, passing the limit was not always enough;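 further: plate controls were DMSO wells with GST-MLLE for no effect and wells lacking GST-MLLE protein for full effect; some results filed as inactive read as strong as hits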
# Tb MetRS inh: blocks T. brucei methionyl-tRNA synthetase activity | purified T. brucei MetRS, ATP depletion, Kinase-Glo luminescence | inhibition, % at 11.9 µM | 360,000 tested, 0.4% active | AID 624268;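 active means inhibition above a per-plate cutoff of the control wells' mean inhibition plus 3 SD, cut at about 5.5% in these data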;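 further: 0% = DMSO wells median and 100% = median of wells with control inhibitor compound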
#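 Material – parasite MetRS enzyme · Medium – HEPES-MgCl2-KCl buffer plus DTT, spermine, BSA, pyrophosphatase · Reagent – ATP, methionine and E. coli bulk tRNA substrates · Times – 15 min enzyme-compound preincubation, 2 h reaction, 10 min detection, 25 °C · Measured by – luminescence of leftover ATP · Evaluation – percent inhibition relative to median high and low control wells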
# E coli Lon inh: E. coli protease La inhibition; P0A9M0; purified E. coli Lon protease, fluorescence polarization; inhibition, % at 7.94 µM; 360,000 tested, 0.42% active; in the data active means inhibition above about 13%, passing the limit was not always enough;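 further: 0% = enzyme with probe and DMSO and 100% = no enzyme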
# CSN deneddyl inh: CSN deneddylation inhibition. 360,000 tested, 0.38% active. inhibition, % at 12.5 µM. AID 651999. Purified CSN, SCF-Nedd8-OG deneddylation, fluorescence polarization. Q92905;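 active means pattern-corrected inhibition above about 35%, with an unprinted fluorescence ratio check between 0.5 and 1.5, limit read from the data, passing the limit was not always enough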;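 further: 0% = enzyme with substrate and 100% = substrate without enzyme; some results filed as inactive read as strong as hits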
#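 Material: human Csn5 produced in HEK293T cells; Input: enzyme 0.24 nM; Reagent: SCFSkp2-Nedd8OG substrate at 10 nM final; Dosing: 12.5 µM compound; Incubation: 90 min reaction at room temperature; Detection: fluorescence polarization of the substrate; Evaluation: % inhibition of substrate cleavage by Csn5; Control set: substrate-only high control, full reaction low control.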
# * hit, by the source's call; i = inactive; nt = not tested or not shown.
SMILES	FAS TE block	bovine MsrA act	Rin1 Abl inh	Neddylation inh	MsrA inhibitor	PABP1 MLLE inh	Tb MetRS inh	E coli Lon inh	CSN deneddyl inh
CN1CCN(c2ccc(NC(=O)c3cccs3)cc2)CC1	-7.2	-10.5	-0.8	i	1.0	0.6	-1.4	1.4	-4.6
CCOc1ccc(CN(C(=O)c2ccccn2)c2ccc(OC)c(Cl)c2)cc1	5.8	-3.0	-0.3	i	-0.3	-1.1	-0.4	-16.3	4.9
O=C(NCc1ccc2c(c1)OCO2)Oc1ccccc1	-0.7	-6.3	-1.4	i	-0.4	-5.0	-1.5	-12.4	-2.7
COc1ccc(C(=O)NC2CCCc3c2cnn3-c2ccccc2F)o1 (stereo not drawn)	-1.6	-2.1	-1.7	i	0.2	-9.5	-0.6	-2.9	3.1
CN(C=C1C(=O)CC(C)(C)CC1=O)CCN1CCNCC1	-11.4	-7.2	-0.1	i	1.0	14.6	-1.4	-14.6	-2.1
Cc1ccc(CNC(=O)C2CCC(=O)N(CCc3ccccn3)C2)s1 (stereo not drawn)	-11.3	-3.2	0.5	i	-0.3	0.8	-0.3	3.8	-1.9
O=C(CSc1nc2ccccc2o1)Nc1nc(-c2ccccc2)c(-c2ccccc2)s1	20.7	-1.0	1.4	i	3.2	-4.6	-0.4	-2.0	-3.0
CN(C)c1ccc(CNC2C3CC4CC(C3)CC2C4)cc1 (stereo not drawn)	-6.6	-12.4	-0.8	i	-0.4	-4.3	-1.2	3.0	-4.0
Cc1nc(Nc2ncc3c(n2)CC(C)(C)CC3=O)nc2ccccc12	-4.6	-5.3	-3.4	i	0.5	5.1	-0.9	0.3	4.7
CCCC(NS(=O)(=O)c1ccc(C)cc1)C(=O)O (stereo not drawn)	-4.0	-1.6	1.2	i	0.0	2.9	0.1	-7.3	5.7
CCOC(=O)CNc1c(-c2ccccc2)nc2ccc(Cl)cn12	0.9	0.1	-3.9	nt	1.5	-4.7	-0.5	2.3	0.2
Cc1cc([N+](=O)[O-])nn1CC(=O)Nc1ccc(F)cc1	10.1	-2.2	-1.0	i	-0.5	-6.5	-0.2	-9.4	-0.9
COc1ccc(-n2nnnc2SCC(=O)N2CCN(C(=O)c3ccco3)CC2)cc1OC	-3.8	-0.6	1.0	i	-0.4	-6.4	-1.0	-2.1	-2.0
COC(CNC(=O)CN1C(=O)COc2ccc(S(=O)(=O)N3CCOCC3)cc21)OC	-3.5	-1.3	-4.9	i	-1.2	-5.0	0.2	-6.1	2.5
Cc1cc(C2=NNC(=Nc3ccc(S(=O)(=O)N4CCOCC4)cc3)SC2)c(C)n1C	-100.3	-2.4	-1.7	i	2.0	-19.0	0.4	-6.5	0.0

# (next part)
SMILES	FAS TE block	bovine MsrA act	Rin1 Abl inh	Neddylation inh	MsrA inhibitor	PABP1 MLLE inh	Tb MetRS inh	E coli Lon inh	CSN deneddyl inh
COc1ccc(-n2nnnc2SCC(=O)Nc2ccccc2)cc1	0.1	-3.7	-3.0	i	-0.6	2.3	0.6	-8.6	3.3
NS(=O)(=O)c1cc(C2(O)NC(=O)c3ccccc32)ccc1Cl (stereo not drawn)	0.9	0.6	-2.0	i	1.4	-4.7	-0.1	1.4	-0.6
O=C(OCc1ccccc1C(F)(F)F)c1cc([N+](=O)[O-])ccc1N1CCOCC1	33.0	-6.3	2.1	i	0.9	-2.9	-0.8	5.8	0.1
O=C(N/N=C\c1cccc(Br)c1)c1ccccc1-n1cccc1	15.2	-3.3	-1.0	i	0.9	-3.1	-0.2	4.8	-4.2
COc1ccc(CC(=O)NC(C)(C)CC(C)=O)cc1OC	-6.6	-3.4	0.9	i	0.8	10.9	-1.0	-3.4	3.9
Cc1noc(C)c1COc1ccc(C(=O)NCc2cccs2)cc1	-0.9	-6.9	3.6	i	-0.2	-7.6	-0.2	0.4	0.9
C/C(=N\OC(=O)c1ccc(F)cc1)c1sc(-c2ccccc2)nc1C	0.5	-3.9	-0.5	i	1.8	-0.9	-0.6	-3.9	3.9
O=C(NC1CCCCC1)n1c(=O)oc2cc(S(=O)(=O)N3CCCCC3)ccc21	-9.7	-6.1	3.2	i	-0.5	-8.2	-1.2	5.5	-1.1
O=C(CSc1n[nH]c(=O)[nH]c1=O)NC1CCCCC1	-4.6	-11.0	3.2	i	0.8	3.0	-0.6	2.5	-0.1
CC(C)[C@H](Nc1ccc(S(=O)(=O)N2CCOCC2)cc1[N+](=O)[O-])C(=O)OCC(=O)N(C(C)C)C(C)C	1.4	-1.0	-0.6	i	-0.1	-9.4	-0.2	8.0	-16.0
O=C(NNc1cccc(Cl)n1)c1ccc(Cl)nc1	-5.8	0.2	2.8	i	0.1	-11.6	0.8	-1.2	3.5
CCCn1c(N)c(C(=O)CSc2n[nH]c(-c3ccc(C)cc3)n2)c(=O)[nH]c1=O	-8.4	-1.5	-4.0	i	0.1	-17.8	-0.1	-3.8	-7.5
COc1ccc(CCNC(=S)Nc2ccc(S(=O)(=O)Nc3ncccn3)cc2)cc1OC	-8.1	-0.3	-3.7	i	0.7	24.1	-0.7	1.4	-1.4
CCOC(=O)[C@]12CCC=C1N(Cc1ccc(Cl)cc1Cl)C(=O)[C@H](CC(=O)N1CCN(C(=O)c3ccco3)CC1)C2	2.6	3.1	nt	i	-0.9	nt	-0.3	-1.6	-2.1
Cn1cccc1C1CCCN1CC(=O)Nc1ccc(C(N)=O)cc1 (stereo not drawn)	-10.0	-4.6	-0.2	i	0.3	-16.5	-0.1	-21.6	3.9

# Full records from above. Order of screens: FAS TE block, bovine MsrA act, Rin1 Abl inh, Neddylation inh, MsrA inhibitor, PABP1 MLLE inh, Tb MetRS inh, E coli Lon inh, CSN deneddyl inh
# NS(=O)(=O)c1cc(C2(O)NC(=O)c3ccccc32)ccc1Cl (stereo not drawn) is entered as 0.9, 0.6, -2.0, i, 1.4, -4.7, -0.1, 1.4, -0.6
# O=C(NC1CCCCC1)n1c(=O)oc2cc(S(=O)(=O)N3CCCCC3)ccc21 is entered as -9.7, -6.1, 3.2, i, -0.5, -8.2, -1.2, 5.5, -1.1
# CCCn1c(N)c(C(=O)CSc2n[nH]c(-c3ccc(C)cc3)n2)c(=O)[nH]c1=O is entered as -8.4, -1.5, -4.0, i, 0.1, -17.8, -0.1, -3.8, -7.5

# Remaining list, next part:
# Under each structure – FAS TE block | bovine MsrA act | Rin1 Abl inh | Neddylation inh | MsrA inhibitor | PABP1 MLLE inh | Tb MetRS inh | E coli Lon inh | CSN deneddyl inh
COc1ccccc1NC(=O)c1cc(C(=O)Nc2ccccc2OC)cc(N2C(=O)CCC2=O)c1
  -7.9 | -3.6 | -1.2 | i | -2.0 | 11.7 | -0.3 | 2.8 | -1.9
O=C(O)/C=C/c1ccc([N+](=O)[O-])o1
  -6.3 | -3.8 | 0.3 | i | 2.9 | -13.7 | -1.1 | -11.4 | 14.1
CCNC(=S)NN=C1CCC(C(C)(C)C)CC1 (stereo not drawn)
  2.9 | -12.7 | -3.1 | i | 0.1 | -26.6 | -1.1 | -1.0 | -1.7
C=CCC[C@H](Cc1ccc(F)cc1)C(=O)OC[C@@H]1CCCN1C(=O)[C@@H](CC=C)CC(=O)NCCO
  5.3 | -0.2 | -0.7 | i | -1.0 | -2.5 | -0.2 | -8.8 | -5.3
O=C(NCc1ccco1)c1cnn2c(C(F)(F)F)cc(-c3cccs3)nc12
  3.2 | -7.4 | -3.7 | nt | 1.2 | 17.6 | -1.3 | -3.1 | -1.7
Cc1cccc(C)c1OCC(=O)NNC(=O)CCCn1c(=O)oc2ccccc21
  0.1 | -1.4 | 3.5 | i | -0.1 | 3.0 | -0.3 | -6.8 | 0.8
COc1ccc(C2(CNC(=O)c3ccc(C)cc3)CCOCC2)cc1
  -8.6 | -2.2 | -0.6 | i | 0.2 | 6.4 | 0.3 | 2.8 | 2.1
COc1ccc(C(=O)Nc2ccc(Cl)cc2C(=O)NCCO)cc1
  -9.5 | -7.6 | -0.4 | i | 0.8 | 1.7 | -1.2 | -7.7 | 1.9
O=c1cc(-c2ccccc2)nc2nc(CCc3ccccc3)[nH]n12
  0.2 | -2.4 | -1.1 | i | 1.9 | 2.7 | -0.4 | 5.4 | 1.9
COc1ccc2c(c1)C[C@]1(C)c3ccccc3C(=O)N(Cc3ccccc3)[C@H]21
  28.7 | -2.6 | -0.2 | i | 0.5 | 7.5 | -0.3 | 1.5 | 1.0

# Continuation.
# Under each structure – FAS TE block | bovine MsrA act | Rin1 Abl inh | Neddylation inh | MsrA inhibitor | PABP1 MLLE inh | Tb MetRS inh | E coli Lon inh | CSN deneddyl inh
COc1ccc(NC(=O)c2cc([N+](=O)[O-])ccc2N2CCCCC2)cc1
  48.1 | 1.8 | 1.8 | i | 0.1 | 5.3 | 0.1 | -3.3 | 2.2
CCOc1ccccc1NC(=S)N(CCOC)C1CCN(C(C)=O)CC1
  -1.2 | -3.4 | -2.2 | i | 0.5 | -13.5 | -0.2 | 0.3 | 1.7
CCOC(=O)Cc1csc(NC(=O)CSc2nnc(-n3nc(C)cc3C)c3ccccc23)n1
  -3.1 | -4.6 | -28.0 | i | 0.5 | 18.8 | -1.4 | -2.5 | 2.7
CCOc1ccc(NC(=O)C2CC(=O)N(C)C(=Nc3ccc4c(c3)OCO4)S2)cc1 (stereo not drawn)
  19.1 | -1.7 | -1.5 | i | -0.4 | 2.4 | -0.5 | 5.7 | 0.7
COC(=O)c1cc(Br)c(=O)n(-c2ccccc2F)c1
  -6.0 | -1.8 | -3.9 | i | -1.1 | -4.4 | -0.1 | 4.5 | -3.3
c1ccc(-c2oc3ncnc(NCCCn4ccnc4)c3c2-c2ccccc2)cc1
  -29.6 | -1.2 | -0.8 | nt | nt | 1.0 | -1.1 | -0.4 | 4.5
O=C(COc1ccccc1)Nc1cccc2c1CCCC2
  -0.1 | 2.3 | 0.2 | i | 2.5 | 11.6 | -0.4 | -6.5 | -4.3
Cc1ccc(C(N)=O)cc1S(=O)(=O)Nc1cccc(C)c1C
  -2.0 | 15.7* | 3.6 | i | -0.6 | 7.9 | -0.4 | -3.4 | -1.0
CCOC(=O)C1=C(N)Oc2cc(O)ccc2C1c1ccc([N+](=O)[O-])cc1 (stereo not drawn)
  24.9 | -5.5 | -1.0 | i | 0.4 | 0.6 | 0.1 | -11.0 | -10.8
Cc1ccc2c(N)c(C(=O)N(c3ccccc3)c3ccccc3)sc2n1
  6.5 | -9.7 | 2.4 | nt | 0.5 | -7.4 | -0.6 | -11.4 | 2.3

# (next part)
# Under each structure – FAS TE block | bovine MsrA act | Rin1 Abl inh | Neddylation inh | MsrA inhibitor | PABP1 MLLE inh | Tb MetRS inh | E coli Lon inh | CSN deneddyl inh
COc1cccc(-n2cc(CN(C)Cc3nc(Cc4cccc(F)c4)no3)cn2)c1
  11.4 | -0.1 | 0.4 | i | 1.7 | 1.8 | -0.8 | 10.2 | 1.0
C=CCn1cccc(C(=O)Nc2ccc(OC)c(Cl)c2)c1=O
  10.2 | -4.8 | 3.3 | i | nt | 3.1 | -0.7 | -0.7 | -1.6
Cn1c(=O)cc(OCC(=O)NCc2cccs2)c2ccccc21
  -6.9 | -2.8 | -3.5 | i | -1.0 | 2.4 | 0.4 | 1.2 | -1.8
COc1ccccc1N1CCN(CC(=O)Nc2cccc(F)c2)CC1
  -5.0 | -4.8 | -0.4 | i | -0.3 | 8.9 | -0.5 | -2.3 | -0.9
COc1ccccc1NC(=O)Nc1nc(CC(=O)NCc2ccc(F)cc2)cs1
  10.3 | -10.5 | 0.9 | i | 0.8 | 2.6 | -0.7 | 3.5 | -1.3
O=C1CCCCCC[C@@H](O)[C@H](O)C[C@H](c2ccccc2)O1
  -6.8 | -2.7 | nt | i | -0.3 | nt | -0.2 | 4.8 | -5.6

# High-throughput results (PubChem BioAssay)
